tim10-1 inh: growth inhibitors of tim10-1 mutant yeast, primary screen, luminescence, uHTS | S. cerevisiae tim10-1 ts strain growth, BacTiter-Glo, 24 h | inhibition, % at 20 µM | actives 2.2% (n = 330,000);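 active = inhibition of at least 40%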;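 note: mutant grown at 25 °C; 0% = DMSO wells with yeast and 100% = wells holding no yeast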
XBP1 UPR activ: activators of adaptive XBP1 UPR arm, primary screen, cell-based, CHO-XBP1 luciferase reporter, luminescence, uHTS. IRE1-XBP1 UPR activation; percent of tunicamycin response, DMSO as zero. activation, % at 20 µM. actives 0.33% (n = 330,000). AID 463104, 2010;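 active = versus positive control, 20 µM dose yields 30% or more activation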;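 note: 100% = tunicamycin at 10 µg/mL and 0% = DMSO only wells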
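Material: CHO-XBP1 cells stably carrying IRE1-XBP1-driven luciferase reporter | Medium: F12 with 10% serum | Compound dosing: 20 µM single concentration, DMSO 1% | Incubation: Overnight seeding at 37 °C, 6 h compound treatment at 37 °C | Detection: Steady-Glo luminescence read | Read-out basis: % activation of reporter signal versus tunicamycin and DMSO controls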
697 NFkB inh: inhibitors of PMA/ionomycin-induced NF-kB reporter, 697 cells, primary screen, B-cell NF-kB inhibitor project, cell-based, luminescence, uHTS; actives 0.33% (n = 330,000); inhibition, % at 4 µM; AID 435022, 2010; 697 B-cell NF-kB luciferase reporter, 16 h; in the data active = inhibition above about 35%
TIM10 inh: growth inhibitors of isogenic TIM10 control yeast, primary screen, counter-screen for tim10-1 yeast inhibitor project, luminescence, uHTS; S. cerevisiae TIM10 strain growth, BacTiter-Glo luminescence, 24 h; inhibition, % at 10 µM; AID 463195, 2010; actives 1.4% (n = 330,000);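 active = inhibition of 40% or more at the single tested concentration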;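 note: wild-type TIM10 isogenic control strain grown at permissive 25 °C; 0% = DMSO yeast wells and 100% = minimal medium wells without yeast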
tim23-1 inh: growth inhibitors of tim23-1 mutant yeast, primary screen, luminescence, uHTS | S. cerevisiae tim23-1 growth, BacTiter-Glo luminescence, 24 h | inhibition, % at 20 µM | actives 1.3% (n = 330,000);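 active = growth inhibition of the mutant yeast at or above 50%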;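 note: temperature-sensitive mutant grown at 25 °C; plate controls were DMSO-treated mutant yeast for no effect and medium wells lacking yeast for full effect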
Mdm2 MdmX PPI: inhibitors of human Mdm2-MdmX association, primary screen, cell-based, luminescence, split luciferase, SaOS-2, uHTS. Protein Mdm4 (Homo sapiens) + E3 ubiquitin-protein ligase Mdm2 (Homo sapiens), …. inhibition, % at 8 µM. AID 485346, 2010. SaOS-2 split-luciferase Mdm2/MdmX complementation. actives 3% (n = 330,000);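 active = inhibition of at least 50% at 8 µM in the primary screen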
Target sequence (O15151 whole entry, looked up): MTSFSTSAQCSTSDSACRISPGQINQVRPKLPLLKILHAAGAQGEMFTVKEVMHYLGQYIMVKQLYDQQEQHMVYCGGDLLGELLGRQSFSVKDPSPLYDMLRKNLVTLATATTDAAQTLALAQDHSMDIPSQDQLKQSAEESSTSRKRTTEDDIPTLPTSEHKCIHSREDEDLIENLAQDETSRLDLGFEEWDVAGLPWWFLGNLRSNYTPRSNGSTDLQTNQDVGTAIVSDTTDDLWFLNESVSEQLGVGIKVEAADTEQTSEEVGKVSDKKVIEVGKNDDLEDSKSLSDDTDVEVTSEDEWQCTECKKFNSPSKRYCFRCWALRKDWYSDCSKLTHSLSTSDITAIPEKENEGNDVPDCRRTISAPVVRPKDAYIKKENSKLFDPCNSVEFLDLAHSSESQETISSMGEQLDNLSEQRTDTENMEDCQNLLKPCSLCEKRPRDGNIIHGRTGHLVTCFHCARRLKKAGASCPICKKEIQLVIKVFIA
Target sequence (Q00987 whole entry, looked up): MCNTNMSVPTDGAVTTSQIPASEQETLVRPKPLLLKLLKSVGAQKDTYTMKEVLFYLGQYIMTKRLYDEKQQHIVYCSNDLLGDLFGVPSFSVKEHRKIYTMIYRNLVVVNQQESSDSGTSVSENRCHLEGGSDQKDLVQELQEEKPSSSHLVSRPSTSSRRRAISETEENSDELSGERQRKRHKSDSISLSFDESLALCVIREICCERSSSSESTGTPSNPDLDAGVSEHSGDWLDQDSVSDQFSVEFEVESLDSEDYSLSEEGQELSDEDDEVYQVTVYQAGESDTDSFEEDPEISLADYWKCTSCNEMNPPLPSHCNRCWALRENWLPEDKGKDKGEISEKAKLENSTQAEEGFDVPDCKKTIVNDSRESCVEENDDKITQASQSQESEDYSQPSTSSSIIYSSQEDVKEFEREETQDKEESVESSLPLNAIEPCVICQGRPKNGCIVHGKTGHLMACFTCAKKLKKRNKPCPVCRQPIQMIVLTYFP
Jurkat NFkB inh: inhibitors of induced NF-kB luciferase reporter, primary screen, TCR NF-kB activation inhibitor project, cell-based, luminescence, uHTS | Jurkat, PMA/ionomycin-induced NF-kB luciferase reporter | actives 0.53% (n = 330,000) | inhibition, % at 4 µM | AID 435003, 2010; in the data active = inhibition above about 50%
UPR CHOP act: activators of apoptotic CHOP UPR arm, primary screen, cell-based, CHO-CHOP luciferase reporter, luminescence, uHTS. activation, % at 10 µM. actives 0.34% (n = 330,000). UPR activation; percent of tunicamycin response over DMSO baseline. AID 449763, 2010;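 active = at 10 µM dose, activation of 40% or more, normalized to positive control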;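 note: 100% = tunicamycin at 10 µg/mL and 0% = DMSO alone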
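Dosing – one dose, 10 µM in 0.5% DMSO · System – CHO-CHOP cells, stable luciferase reporter of PERK-eIF2a-CHOP signalling · Input – 500 cells/well · Control set – tunicamycin 10 µg/mL final as positive, DMSO-only wells as negative · Timing – 6 h compound treatment, 37 °C · Measure – % activation vs tunicamycin · Technique – luminescence read with Steady-Glo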
* hit, by the source's call.

Values in the order – tim10-1 inh, XBP1 UPR activ, 697 NFkB inh, TIM10 inh, tim23-1 inh, Mdm2 MdmX PPI, Jurkat NFkB inh, UPR CHOP act
#1 CCOC(=O)C1=C(N)Oc2cc(O)ccc2C1c1ccccc1 (centres undefined)
    10.7, -2.6, -9.7, 12.1, 14.3, 39.1, -3.3, 1.3
#2 COc1ccc(-c2cc(C(=O)OCC(=O)c3cccc([N+](=O)[O-])c3)c3cc(C)ccc3n2)cc1
    22.2, -1.8, -2.9, 4.2, 17.0, 3.3, -11.2, 1.8
#3 CCOC(=O)C1CCCN(C(=O)/C=C/c2ccc(Cl)cc2)C1 (centres undefined)
    41.4*, -1.8, 14.3, -14.1, 18.6, 4.7, -0.6, -1.9
#4 CC1=Nc2ccc(C)cc2N(Cc2ccccc2)C(=O)C1
    20.4, -2.5, 15.0, 6.4, 18.0, 13.9, 5.5, 0.9
#5 CCCc1nnc(NC(=O)CC(=O)Nc2ccccc2C(=O)O)s1
    -4.0, -4.1, 25.9, -0.9, -5.5, 32.3, 4.8, -4.1
#6 CC(CSc1nc2ccccc2s1)Cn1c(N2CCCC2)nc2c1c(=O)[nH]c(=O)n2C (centres undefined)
    22.0, 14.0, -15.4, 10.4, 18.8, 14.8, -3.0, 0.3
#7 O=C1[C@@H]2C(c3ccc(F)cc3)=NO[C@@H]2C(=O)N1Cc1ccccc1
    3.1, 0.0, 9.3, 17.0, 12.7, 7.5, -4.6, -0.2
#8 Cn1c(=O)c(=O)n(C)c2cc(S(=O)(=O)NCc3ccc(Cl)cc3)ccc21
    -4.3, 0.8, 2.7, -1.5, -1.2, 16.8, -3.3, 0.5
#9 CCc1cccc(NC(=O)COC(=O)/C=C/c2cccs2)c1
    12.4, -0.8, 13.7, 0.6, 23.9, 12.2, 3.4, 0.0
#10 NC(=S)N/N=C/c1ccc2c(c1)OCCO2
    2.6, 10.2, -13.8, 3.7, 13.5, -1.1, -15.7, 2.8
#11 COc1cccc(NC(=O)CN(C)C(=O)/C=C/c2cn(-c3ccccc3)nc2-c2ccc(C)cc2)c1
    -5.3, -5.9, 8.6, 7.2, 4.5, 28.2, 3.3, 1.1
#12 CCOC(=O)Cc1c(C)c2c(C)[nH]nc2oc1=O
    -4.9, 0.9, 22.4, -4.2, 4.6, -10.4, 6.1, -1.0
#13 O=C(NCC(c1ccco1)N1CCOCC1)c1ccc(F)cc1 (centres undefined)
    1.6, 0.0, -3.3, -7.1, -21.1, 15.2, 15.9, -0.9
#14 CCc1cc(C(=O)N2CCN(c3ccccc3OC)CC2)sc1C
    30.3, 2.6, -5.9, 19.4, 40.5, 30.1, 9.8, 1.8
#15 Cc1cc(=O)n(C)c(=O)n1CCCCCCN1CCCC1
    -21.5, -4.2, 4.2, -10.9, -12.3, -4.0, -13.2, 0.5
#16 O=c1cc(Cl)[nH]c(=O)n1Cc1ccccc1
    0.5, -1.1, 11.2, -1.9, -3.8, 4.8, 1.7, -2.0
#17 Cn1ncc(Cl)c(Oc2ccccc2)c1=O
    8.4, 1.4, 11.6, -26.6, 14.5, -28.5, -3.7, 1.0
#18 COC(=O)c1cc(OC)c(OC)cc1-n1cnc2cc(OC)c(OC)cc2c1=O
    -1.1, -2.3, 10.9, -12.4, -2.9, 18.8, -4.5, -1.0
#19 COc1ccc(OC)c(C2Nc3nc4ccccc4n3C(C)=C2C(=O)Nc2ccc(C)cc2C)c1 (centres undefined)
    18.6, -0.3, 11.2, 28.3, 21.9, 4.6, -4.0, -0.5
#20 Cc1nn(C)c(C)c1NC(=O)COc1ccc(Cl)cc1
    13.5, 0.1, -7.3, 12.8, 9.8, -25.2, 12.8, -0.3

Quoted at random: five compounds from above, in no set order.
Values in the order – tim10-1 inh, XBP1 UPR activ, 697 NFkB inh, TIM10 inh, tim23-1 inh, Mdm2 MdmX PPI, Jurkat NFkB inh, UPR CHOP act
#16 O=c1cc(Cl)[nH]c(=O)n1Cc1ccccc1
    0.5, -1.1, 11.2, -1.9, -3.8, 4.8, 1.7, -2.0
#18 COC(=O)c1cc(OC)c(OC)cc1-n1cnc2cc(OC)c(OC)cc2c1=O
    -1.1, -2.3, 10.9, -12.4, -2.9, 18.8, -4.5, -1.0
#3 CCOC(=O)C1CCCN(C(=O)/C=C/c2ccc(Cl)cc2)C1 (centres undefined)
    41.4*, -1.8, 14.3, -14.1, 18.6, 4.7, -0.6, -1.9
#7 O=C1[C@@H]2C(c3ccc(F)cc3)=NO[C@@H]2C(=O)N1Cc1ccccc1
    3.1, 0.0, 9.3, 17.0, 12.7, 7.5, -4.6, -0.2
#19 COc1ccc(OC)c(C2Nc3nc4ccccc4n3C(C)=C2C(=O)Nc2ccc(C)cc2C)c1 (centres undefined)
    18.6, -0.3, 11.2, 28.3, 21.9, 4.6, -4.0, -0.5

(cont.)
Values in the order – tim10-1 inh, XBP1 UPR activ, 697 NFkB inh, TIM10 inh, tim23-1 inh, Mdm2 MdmX PPI, Jurkat NFkB inh, UPR CHOP act
#21 O=C(C1CCC1)N1CCc2cc(S(=O)(=O)N3CCN(c4ccccn4)CC3)ccc21
    69.4*, -1.9, -19.6, 55.5*, -11.0, 11.1, -0.2, -1.5
#22 Cc1ccc(C)c(C(=O)N2CCC(n3nccc3NC(=O)C3CC3)CC2)c1
    8.6, -1.0, 9.8, 4.0, 12.7, 13.7, 7.4, -1.2
#23 O=c1c(C=NCc2cccnc2)c(C(F)(F)F)[nH]n1-c1nc2ccccc2s1
    15.8, -7.6, -28.0, 23.7, 26.3, 7.9, -70.2, -3.5
#24 Cc1cc(C(=O)Cn2cncn2)c(C)n1CCc1ccc(F)cc1
    22.9, -0.5, -30.7, 18.3, 2.6, 5.5, 13.6, 1.6
#25 CCOC(=O)CN(C(=O)CNC(=O)c1cccs1)C(C(=O)NC1CCCC1)c1ccncc1 (centres undefined)
    3.5, -0.2, 13.2, -6.3, -3.3, 1.9, 6.1, 1.1
#26 COCC(=O)NCCc1nc2ccccc2[nH]1
    -20.7, 0.1, -3.7, -0.6, 6.4, 6.0, 8.8, 2.8
#27 COCCCNC(=O)c1ccccc1Oc1ccccc1
    3.6, -1.3, 3.0, 12.3, 3.1, 15.0, 7.4, 1.9
#28 CCOc1ccccc1N1CCN(CC(=O)Nc2nnc(CC)s2)CC1
    17.1, -0.9, -24.6, -1.3, 9.2, 19.9, -8.8, -0.3
#29 CC1=CCC2C(=O)N(c3ccc4ccccc4n3)C(=O)C2C1 (centres undefined)
    14.4, 0.3, 12.1, 10.9, 10.2, -2.6, -5.5, 0.9
#30 CCCCN1CCc2c([nH]c3ccc(C)cc23)C1=O
    3.5, 5.3, -109.9, 0.3, 11.3, -172.2, -122.9, 5.5
#31 Cc1cc(OCC(=O)NC(Cc2ccc(Cl)cc2)C(=O)O)c2c(C)cc(=O)oc2c1 (centres undefined)
    10.5, -2.3, -9.6, 5.1, 6.9, -17.2, -2.7, 1.1
#32 COC(=O)c1cc(NC(=O)Cc2ccccc2[N+](=O)[O-])cc(C(=O)OC)c1
    13.4, -2.0, 24.8, 4.4, 25.8, 18.4, 6.5, -0.7
#33 COc1cccc(CNC(=O)Cn2cccc2)c1
    9.6, -0.9, 6.3, -8.6, 6.2, 6.3, -5.0, -1.6
#34 CCOc1ccccc1C(=O)NC1CC2CCCC(C1)N2Cc1nnnn1Cc1ccco1 (centres undefined)
    27.5, -3.5, 6.1, 2.3, 24.3, 11.7, -2.8, 2.9
#35 Cc1ccc(NC(=O)NCCCc2ccccc2)cc1
    -3.9, 3.3, -10.8, 0.8, 12.1, 8.4, -1.8, 5.2
#36 COC(=O)C1CSc2[nH]c(=O)sc2C1c1ccc(OC)c(OC)c1 (centres undefined)
    18.8, -4.1, 6.6, -1.2, 13.4, 10.5, -12.5, -1.8
#37 Cc1ccc(-c2ccc(SCC(=O)N3CCc4ccccc43)nn2)cc1
    12.4, 1.5, -36.9, 3.7, 14.6, 6.9, 27.7, 5.0
#38 COC(=O)/C=C1\N/C(=N\c2nc(C)cc(C)n2)N(c2ccc(Cl)cc2)C1=O
    12.1, -1.6, 6.3, -5.0, 19.8, 2.7, -5.5, 0.8
#39 Cc1cc(=O)[nH]c(SCc2cn3ccccc3n2)n1
    -4.5, 1.4, -4.2, 0.8, -2.6, -15.7, -3.3, 1.5
#40 Cc1nc2c3ccccc3nc(SCC(=O)N3CC(C)CC(C)C3)n2n1 (centres undefined)
    10.8, 1.2, -1.9, 20.9, 28.6, 13.0, -5.5, -2.4
#41 Cc1cc[n+](CC(=O)c2ccc(NC(=O)c3ccccc3)cc2)c2ccccc12
    -8.9, -5.1, 4.0, 12.6, 7.8, 36.6, 22.1, -3.4
#42 COc1ccc(CN(C)C(=O)COC(=O)c2ccc3c(c2)OCO3)cc1OC
    4.9, 10.8, 12.8, 10.5, 15.2, -6.0, 2.1, -2.1
#43 Cc1cc(C(=O)N2CCN(c3ccc([N+](=O)[O-])cc3)CC2)n[nH]1
    -1.7, -5.7, 8.8, 3.0, -9.1, 15.8, 11.8, -0.5
#44 CCC(=O)Nc1ccc(C(=O)NNC(=O)COc2cccc(C)c2)cc1
    0.8, -2.9, 8.8, -1.5, 4.0, 9.7, 7.9, -0.6
#45 CC(=O)Nc1ccc(NC(=O)COc2ccc(S(=O)(=O)NC(C)c3ccccc3)cc2)cc1 (centres undefined)
    -17.7, 4.4, -15.2, -2.2, -6.7, 20.5, 10.0, -2.4
#46 Cc1ccc(S(=O)(=O)N2CCOCC2)cc1NC(=O)CNC1CCCC1
    15.0, -1.9, 14.6, -11.0, -1.2, -3.8, 3.6, -0.1
#47 COCCCNC(=O)C1CCN(S(=O)(=O)c2ccc3nc4c(c(C(=O)O)c3c2)CCCCC4)CC1
    -0.5, -1.3, 5.4, -8.8, 2.0, 18.5, -0.2, -1.8
#48 COc1ccccc1NC(=O)Nc1nc(C(C)(C)C)cs1
    11.8, 0.0, -27.1, 11.7, 32.2, 15.0, -13.9, -0.2
#49 C[C@H](CO)N1C[C@H](C)[C@@H](CN(C)S(C)(=O)=O)Oc2ccc(NS(=O)(=O)c3cn(C)cn3)cc2C1=O
    2.1, -1.3, 6.8, -7.4, 12.3, 16.4, -4.9, 2.1
#50 CCNC(=O)N1CCC(n2nccc2NC(=O)CCCc2ccccc2)CC1
    -6.5, -3.0, -13.3, 1.9, -3.4, 11.2, 14.5, -0.5
#51 COc1ccccc1C(=O)NC(CCSC)C(=O)NNC(=O)c1ccc(F)cc1 (centres undefined)
    21.1, -1.6, -0.8, 0.9, 8.8, -11.1, -21.1, -0.9
#52 O=C(NCc1ccc2c(c1)OCO2)C1CC(c2ccc(Cl)c(Cl)c2)=NO1 (centres undefined)
    0.5, -1.5, -6.3, -24.2, 13.0, 26.7, 6.2, -0.6
